# a7 integrin act: qHTS for Activators of Integrin-Mediated Alleviation for Muscular Dystrophy; Potency, µM (highest dose often 38.3 µM), for inactives: top-dose activation, usual class: activators; alpha7betagal myoblasts, beta-gal FDG fluorescence, 48 h; actives 0.064% (n = 350,000); AID 624291, 2012;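 also: potency is read from the fitted curve at half-maximal effect; 100% = response of the positive control SU9516; nearly all actives have a fitted effect of over 60% in size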
#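 alpha7betagal+/- myoblasts (passage 13, 250/well) treated 48 h at 37C with compounds at 1:260 dilution of DMSO stock. Lysed, then beta-galactosidase activity read as FDG fluorescence (ex 480/em 540) after 30 min, with pre-read for autofluorescence.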
# GALK inhibitor: qHTS Assay for Inhibitors of Human Galactokinase (GALK); P51570; Purified GALK, Kinase-Glo residual ATP luminescence; Potency, µM (doses to about 57.5 µM), without a hit: at the highest dose activity change, negative = inhibition, usual class: inhibitors; actives 0.007% (n = 270,000); AID 1868, 2009; also: potency is read from the fitted curve at half-maximal effect; % is scaled to controls: 0 for no effect and ±100 for the full control effect
#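 GALK at 5 nM final was combined with compound, 35 uM ATP and 100 uM galactose in HEPES pH8.0 with MgCl2 and DTT. The reaction ran one hour at room temperature before luminescent ATP detection.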
# Tb PFK inh: qHTS Assay to Find Inhibitors of T. brucei phosphofructokinase | T. brucei PFK, ADP-Glo luminescence | actives 0.17% (n = 330,000) | ATP-dependent 6-phosphofructokinase (Trypanosoma brucei brucei), O15648 | Potency, µM (doses to about 57.5 µM), for inactives: at the top dose activity, negative = inhibition, hits mostly inhibitors;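 also: potency is read from the fitted curve at half-maximal effect; 0% = uninhibited 1x PFK enzyme wells and -100% = no-enzyme wells; nearly all actives have a fitted effect of over 60% in size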
#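 Compounds were pin-transferred as a titration series up to 57 uM into substrate buffer (0.5 mM F6P, 0.1 mM ATP, pH 8.0), then 1.25 nM PFK was added and reactions ran 45 min before ADP-Glo detection.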
# Menin MLL FP TR: qHTS Assay for Inhibitors Targeting the Menin-MLL Interaction in MLL Related Leukemias: Competition With Texas Red Labeled MLL-derived Mutant Peptide; Potency, µM (titrated, usually from 61.6 µM), for inactives: at the highest dose FP activity change, negative = inhibition, most hits filed as inhibitors; actives 0.23% (n = 270,000); Menin + Texas Red MLL mutant peptide, fluorescence polarization; AID 1768, 2009; active = well fitted inhibition curve with a large enough effect in the polarisation, with a control signal flat, not every such curve was filed as active; inconclusive = small, poorly fitted or top-dose-only effect, or effect the other way, or a change in a side signal; inactive = no such curve, though single readings can be large or run the other way; the % refers to the polarisation; also: potency is read from the fitted curve at half-maximal effect; % of control where 0% means no effect; many of its hits are not listed in these tables
# Target sequence (O00255 whole entry, looked up): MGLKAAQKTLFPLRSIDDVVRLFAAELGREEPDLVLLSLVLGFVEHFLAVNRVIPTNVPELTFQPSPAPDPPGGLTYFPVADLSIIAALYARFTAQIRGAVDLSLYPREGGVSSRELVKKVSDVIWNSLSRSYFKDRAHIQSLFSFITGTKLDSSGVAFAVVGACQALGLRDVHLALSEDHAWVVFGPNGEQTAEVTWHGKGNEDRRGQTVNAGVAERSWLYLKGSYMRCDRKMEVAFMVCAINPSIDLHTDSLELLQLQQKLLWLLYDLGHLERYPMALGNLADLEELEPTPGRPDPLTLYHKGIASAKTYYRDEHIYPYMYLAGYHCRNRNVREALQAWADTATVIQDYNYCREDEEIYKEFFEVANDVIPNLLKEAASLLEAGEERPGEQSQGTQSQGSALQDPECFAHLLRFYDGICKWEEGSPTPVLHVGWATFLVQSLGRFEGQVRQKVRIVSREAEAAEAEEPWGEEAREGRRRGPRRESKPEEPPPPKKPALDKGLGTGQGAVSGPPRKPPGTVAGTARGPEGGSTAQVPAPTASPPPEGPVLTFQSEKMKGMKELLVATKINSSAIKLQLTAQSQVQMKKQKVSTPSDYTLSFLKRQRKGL
# ASM inhibitor: Inhibitors of Secretory Acid Sphingomyelinase (S-ASM): qHTS; Sphingomyelin phosphodiesterase (Homo sapiens), P17405; AID 504937, 2011; actives 0.006% (n = 340,000); Potency, µM (doses to about 57.5 µM), for inactives: at the top dose activity change, negative = inhibition, actives largely listed as inhibitors; placental ASM, HMU-PC fluorogenic substrate, 60 min; also: potency is read from the fitted curve at half-maximal effect
#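 Steps: dispense placental human ASM, pin compound, wait 10 min at room temperature, add HMU-PC0 substrate at 9 uM final, incubate 60 min at 37 °C, add stop solution raising pH to 10, read fluorescence.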
# PTAP TSG101 blk: qHTS Assay for Iinhibitors of HIV-1 Budding by Blocking the Interaction of PTAP/TSG101 | AID 493005, 2010 | Fluorescence polarization, FITC-PTAP peptide / Tsg101 binding | Potency, µM (top dose mostly 115 µM), inactives show at the highest dose activity change, negative = inhibition, hits mostly inhibitors | 340,000 tested, under 10 active; active = well fitted inhibition curve with a large enough effect in the main read-out, with a control signal flat, not every such curve was filed as active; inconclusive = small, poorly fitted or top-dose-only effect, or effect the other way, or a change in a side signal; inactive = no such curve, though single readings can be large or run the other way; also: potency is read from the fitted curve at half-maximal effect; % of control where 0% means no effect
#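 Compounds were pin-transferred onto Tsg101 binding domain (10 uM final) in HEPES pH 7.5 buffer, then FITC-PTAP peptide was added at 50 nM final. After 20 min at RT, polarization reported peptide displacement across a qHTS concentration series.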
# Giardia kill: Small Molecules that selectively kill Giardia lamblia: qHTS. actives 0.15% (n = 340,000). Giardia lamblia trophozoite viability. AID 540267, 2011. activity change, % at 7.66 µM, hits read low; in the data active = activity change below about -80%; inconclusive = between about -30% and that limit;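 also: parasites exposed to compound for two days anaerobically before the ATP read; % is scaled to controls: 0 for no effect and ±100 for the full control effect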
#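 Giardia trophozoites, 100 cells per well, were exposed to compounds for 48 hrs at 37 deg C under anaerobic conditions; viability was then read as ATP content by bioluminescence after 15-30 min at room temperature.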
# B2AR arrestin: qHTS assay of beta-arrestin-biased ligands of beta2-adrenergic receptor | Beta-2 adrenergic receptor (Homo sapiens), P07550 | beta-arrestin recruitment to beta2AR, cell-based reporter | Potency, µM (titrated, usually from 46.1 µM), inactives show top-dose activation, hits mostly activators | actives 0.02% (n = 330,000);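 also: potency is read from the fitted curve at half-maximal effect; 0% = DMSO controls and full agonism = EC100 isoproterenol or metaproterenol; nearly all actives have a fitted effect of over 65% in size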
# Target sequence (P07550 whole entry, looked up): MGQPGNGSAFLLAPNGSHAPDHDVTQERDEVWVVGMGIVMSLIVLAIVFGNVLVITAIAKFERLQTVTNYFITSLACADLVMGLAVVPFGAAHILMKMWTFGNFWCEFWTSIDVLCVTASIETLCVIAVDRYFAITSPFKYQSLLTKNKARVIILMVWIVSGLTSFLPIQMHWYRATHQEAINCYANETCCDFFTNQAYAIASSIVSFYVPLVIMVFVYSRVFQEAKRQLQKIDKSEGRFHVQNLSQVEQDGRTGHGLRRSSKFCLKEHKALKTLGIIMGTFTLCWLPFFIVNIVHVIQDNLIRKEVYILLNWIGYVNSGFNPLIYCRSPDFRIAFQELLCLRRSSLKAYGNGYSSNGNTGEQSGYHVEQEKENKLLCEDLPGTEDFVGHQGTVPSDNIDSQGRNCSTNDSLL
# PKM2 activator: qHTS Assay for Activators of Human Muscle isoform 2 Pyruvate Kinase; actives 0.34% (n = 260,000); purified PKM2, Kinase-Glo ATP luminescence, activation; response scale: 0% is enzyme alone, no compound; Pyruvate kinase PKM (Homo sapiens), P14618; Potency, µM (top dose mostly 57.5 µM), for inactives: top-dose activation, most hits filed as activators; AID 1631, 2009; also: potency is read from the fitted curve at half-maximal effect; % is scaled to controls: 0 for no effect and ±100 for the full control effect; nearly all actives have a fitted effect of over 55% in size
#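 Purified hPK-M2 (>95% pure) converted ADP (0.1 mM final) to ATP with 0.5 mM PEP in 50 mM imidazole pH7.2, KCl, MgCl2, Tween 20, BSA; 1 h at room temperature. ATP detected by Kinase-Glo luminescence.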
# FBPA coupling cs: qHTS Assay for Inhibitors of Fructose-1,6-bisphosphate Aldolase from Giardia Lamblia: Coupling assay counterscreen; coupling enzyme system counterscreen, AmpLite Red fluorescence; activity change, negative = inhibition, % at 58.2 µM, hits read low; AID 2472, 2010; actives 0.67% (n = 290,000); in the data active = activity change below about -30%; also: % is scaled to controls: 0 for no effect and ±100 for the full control effect
#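 Coupling enzymes only (glyceraldehyde-3-phosphate) + compound, at 57.5 uM final, 10 min RT; add substrate/coupling/AmpLite Red mix, 20 min RT; fluorescence ex 525/em 598 nm. Actives flag coupling-system interference.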
# BCR signal inh: qHTS Assay to Find Inhibitors of Chronic Active B-Cell Receptor Signaling; ABC-DLBCL IkBa-CBG/CBR reporter, luminescence ratio, 4 h; Potency, µM (titrated, usually from 46.1 µM), without a hit: top-dose ratio change, negative = lower green/red ratio, actives largely listed as inhibitors; actives 0.05% (n = 340,000); AID 493014, 2011; active = well fitted inhibition curve with a large enough effect in the signal ratio, with a control signal flat, not every such curve was filed as active; inconclusive = small, poorly fitted or top-dose-only effect, or effect the other way, or a change in a side signal; the % refers to the signal ratio;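 also: potency is read from the fitted curve at half-maximal effect; plate controls were basal doxycycline-induced cells for no effect and cells given 10 µM MG132 for full effect; MG132 reads +100%, hits lower the ratio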
#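 TMD8 human ABC-DLBCL cells with doxycycline-inducible IκBα–green luciferase fusion and unfused red luciferase, in 0.5% FBS medium; compounds up to 46 uM, 4 h at 37C. Green/red luminescence ratio, filter-overlap corrected, fitted to concentration-response curves.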
# * hit, by the source's call; u = inconclusive; x = not tested or not shown; [ ] = another dose, or the depositor's remark. Unless noted, calls follow the shape of the dose curve; as a rule, active = well fitted curve in the direction sought with a large enough effect; inconclusive = small, poorly fitted or top-dose-only effect, or another doubt; inactive = no such curve, though single readings can be large; an effect the other way counts as inactive or inconclusive. An excerpt (hit frequency here may not be typical).
SMILES,a7 integrin act,GALK inhibitor,Tb PFK inh,Menin MLL FP TR,ASM inhibitor,PTAP TSG101 blk,Giardia kill,B2AR arrestin,PKM2 activator,FBPA coupling cs,BCR signal inh
CN(CC(=O)N1CCN(Cc2ccccc2)CC1)S(=O)(=O)c1ccc(F)cc1,-14%,0%,-17%,5%,x,0%,11,-0.9%,-2%,1,-1%
Cc1onc(-c2ccccc2Cl)c1C(=O)Nc1ccc(Cl)cn1,-14%,-1%,0%,x,2%,-2%,2,0.1%,-11%,-1,0%
COc1ccc(OC)c(S(=O)(=O)N2CCC(C(=O)N3CCN(Cc4ccccc4)CC3)CC2)c1,29%,0%,0%,-1%,-1%,0%,-13,-0.1%,1%,5,0%
COc1ccc(S(=O)(=O)CCC(=O)N2c3ccccc3CC2C)cc1 (stereo not drawn),-2%,0%,0%,8%,-2%,-9%,-7,-0.1%,-6%,0,3%
COC(=O)c1ccc(S(=O)(=O)c2ccccc2)c(N)c1,9%,-3%,2%,8%,x,-6%,-22,-2.1%,u,1,u
O=C(CN1C(=O)NC2(CCCC2)C1=O)Nc1nc2ccccc2s1,-14%,x,0%,x,x,0%,-7,0.2%,x,x,u
O=C(NC1CCCC1)C(c1ccccc1F)N(C(=O)c1csnn1)C1CC1 (stereo not drawn),6%,14%,0%,-5%,5%,-2%,-5,0.1%,-3%,3,1%
O=C(c1cccnc1)N1N=C(C2CC2)CC1(O)C(F)(F)F (stereo not drawn),16%,1%,-5%,-2%,5%,-10%,-6,0.1%,1%,2,-7%
CCOC(=O)c1c(O)c2ccccc2oc1=O,42%,4%,-6%,x,3%,-2%,13,-0.8%,-6%,-1,u
CC(=O)N1N=C(c2cccnc2)OC1c1ccc(C(C)C)cc1 (stereo not drawn),-6%,2%,-7%,-20%,-1%,-1%,-15,-0.2%,16%,3,-1%
COc1ccc2c(c1)C1CC(C)(NC(=O)C1C(=O)c1ccccc1)O2 (stereo not drawn),-3%,-2%,-2%,17%,0%,-8%,-19,-0.1%,-5%,-3,2%
O=C(CCNS(=O)(=O)c1c(Cl)cccc1Cl)OCC(=O)c1ccccc1,7%,0%,-4%,8%,-1%,-2%,-10,-1.4%,3%,0,0%
Cc1ccc2nc(NC3=NCN(Cc4ccccc4)CN3)nc(C)c2c1,x,5%,-1%,-9%,x,x,x,0.1%,1%,1,-5%
O=C(CCC1N=C2c3ccccc3N=C(SCc3ccc(F)cc3)N2C1=O)NCc1ccco1 (stereo not drawn),-2%,-4%,-2%,11%,3%,1%,-7,-0.1%,u,1,-3%
CCC(=O)N1CCc2nc(-c3ccccc3)sc2C1,u,0%,8%,-7%,0%,-3%,4,-0.7%,x,0,u
CCCCNC(=O)[C@H]1C[C@H]1[C@@H](O)[C@H](CO)NC(=O)[C@H](Cc1ccccc1)NC(=O)OC(C)(C)C,-29%,x,-5%,-3%,7%,-1%,-7,-1.1%,2%,-2,0%
O=C(CN(c1ccc(Cl)c(C(F)(F)F)c1)S(=O)(=O)c1ccccc1)N/N=C/c1cccc2c1OCCO2,-34%,-1%,-2%,-18%,-11%,0%,-10,0.5%,5%,-10,2%
Cc1ccc(S(=O)(=O)N2CCOCC2)cc1C(=O)Nc1cccc(C(=O)NC2CC2)c1,2%,x,-4%,x,3%,-5%,9,0.3%,x,x,-5%
CS(=O)(=O)c1ccc(S(=O)CC(=O)OCc2ccccc2)c([N+](=O)[O-])c1 (stereo not drawn),-71%[inhibitor],-1%,-25%,33%[activator],-1%,-1%,8,-0.2%,11%,-14,u
COc1cccc(/C=N/NC(=O)C(C)Cn2cnc3ccccc32)c1 (stereo not drawn),-26%,3%,1%,x,-1%,0%,-18,-0.1%,-1%,0,u
O=C(N=C1SC2CS(=O)(=O)CC2N1CCc1ccc(F)cc1)C1CCCCC1 (stereo not drawn),7%,-5%,4%,x,4%,2%,u,-0.6%,x,x,6%
O=C(NCC(c1ccco1)N1CCCC1)c1cn(Cc2ccccc2)nc1-c1ccccc1 (stereo not drawn),-1%,x,1%,x,5%,0%,-1,u,x,x,u
C=C(C)CN(CC)C(=O)CSc1ccc(S(=O)(=O)N2CCN(C)CC2)cn1,-3%,x,-3%,x,3%,-7%,1,-0.3%,x,x,-2%
Cc1ccc(OCC(=O)Nc2ccc3c(c2)C(=O)NC3=O)c(C)c1,-18%,-4%,5%,x,-3%,-5%,23,-0.2%,6%,x,2%
COc1ccc(C(=O)N/N=C/c2ccc(OC)c(COc3ccccc3)c2)cc1,24%,-7%,0%,x,-11%,-8%,-14,-0.2%,-10%,x,12%
Cn1c(CCNC(=O)c2ccc(Cl)cc2)n[nH]c1=S,-1%,x,-8%,-6%,0%,0%,-15,-0.5%,-11%,0,0%
COc1ccc(-n2c(N)c(Br)c(=O)[nH]c2=O)cc1,-9%,1%,1%,14%,2%,-5%,3,-0.2%,5%,0,14%
CN1CCCC(CC2Oc3ccccc3Sc3ccccc32)C1 (stereo not drawn),-28%,2%,-6%,-13%,1%,-2%,5,-0.4%,-16%,0,u
CCCCn1nnnc1SCC(=O)Nc1cccc(C)c1,2%,6%,3%,11%,-4%,-3%,-7,-0.2%,11%,3,-10%
O=C(CN1CCN(c2ccc(O)cc2)CC1)Nc1cc(S(=O)(=O)N2CCCC2)ccc1Cl,-24%,-2%,-22%,-2%,0%,-13%,9,-1.1%,3%,-5,10%
Cc1ccccc1C(=O)NCCN1CCOCC1,2%,3%,0%,10%,3%,2%,12,0.1%,0%,2,8%
CC(C)CCn1cnc2c(cnn2-c2ccc(Cl)cc2)c1=O,2%,1%,5%,8%,0%,-1%,-10,0.0%,-1%,1,u
COc1ccc(C2C(=O)N(C3CCCCC3)CC(=O)N2Cc2ccc3c(c2)OCO3)cc1 (stereo not drawn),-10%,2%,-7%,u,0%,-7%,0,-0.3%,0%,1,1%
O=C(NCc1cccnc1)c1ccc(-c2ccc(Cl)cc2)o1,-7%,-1%,1%,7%,6%,-4%,-22,0.6%,7%,-1,u
C/C(=C/C(=O)N1CCN(C)CC1)C(=O)O,4%,0%,11%,-7%,-3%,-5%,6,-0.3%,-1%,-2,1%
Cc1ccc2oc(C(=O)NCc3ncc(C)[nH]3)c(C)c2c1,-4%,-3%,-4%,x,0%,-5%,-14,0.0%,4%,x,3%
C#CC(C)OC(=O)Nc1cnccc1C(F)(F)F (stereo not drawn),-6%,-4%,1%,x,4%,0%,18,0.3%,-6%,-1,0%

# Copied from above, four compounds:
SMILES,a7 integrin act,GALK inhibitor,Tb PFK inh,Menin MLL FP TR,ASM inhibitor,PTAP TSG101 blk,Giardia kill,B2AR arrestin,PKM2 activator,FBPA coupling cs,BCR signal inh
Cc1ccccc1C(=O)NCCN1CCOCC1,2%,3%,0%,10%,3%,2%,12,0.1%,0%,2,8%
CC(C)CCn1cnc2c(cnn2-c2ccc(Cl)cc2)c1=O,2%,1%,5%,8%,0%,-1%,-10,0.0%,-1%,1,u
COc1ccc(C2C(=O)N(C3CCCCC3)CC(=O)N2Cc2ccc3c(c2)OCO3)cc1 (stereo not drawn),-10%,2%,-7%,u,0%,-7%,0,-0.3%,0%,1,1%
O=C(NCc1cccnc1)c1ccc(-c2ccc(Cl)cc2)o1,-7%,-1%,1%,7%,6%,-4%,-22,0.6%,7%,-1,u
